Assay outcomes from PubChem.
G6PDH CS = counter-screen for G6PDH assay hits: L. mesenteroides G6PDH inhibition. Purified L. mesenteroides G6PDH, diaphorase/resazurin coupled fluorescence, 45 min. inhibition, % at 5 µM. 0.12% of 200,000 active
PMI act hi M6P = activators of human phosphomannose isomerase at near-saturating mannose 6-phosphate | coupled PMI enzyme assay, resazurin fluorescence, 20 min; active compounds read high; 1 = untreated enzyme, 0 = substrate-free blank | P34949 | 0.34% of 190,000 active | activation factor at 20 µM | AID 1216;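 active = activation factor of 2 or more at 20 µM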
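Test system: Human PMI in coupled enzyme assay | Input: 15 ng/mL PMI | Medium: HEPES-buffered pH 7.4 with magnesium and detergent | Compound: One concentration, 20 µM, in 1% DMSO | Incubation: Enzyme reaction with compound 20 min at room temperature | Detection: Diaphorase-driven resazurin-to-resorufin fluorescence, excitation 544, emission 590 nm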
Diaphorase inh = inhibits diaphorase or chemically oxidizes, flagging diaphorase assay artifacts | diaphorase resazurin-to-resorufin fluorescence, NADH, 16 min; bacterial (C. kluyveri) enzyme, not human | inhibition, % at 20 µM | 0.69% of 190,000 active;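 active = primary screen inhibition at 20 µM above a set limit, cut at about 50% in these data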;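 also: plate controls were DMSO with full reaction for no effect and wells lacking NADH for full effect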
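Detection: fluorescence of resorufin formed from resazurin, Ex 544/Em 590 nm; test system: Clostridium kluyveri diaphorase enzyme; amount: 0.14 U/mL diaphorase, enzyme working solution; times: 16-min room-temperature incubation before reading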
Redox H2O2 prof = compounds producing H2O2 with reducing agent – biochemical, NIH compound library profiling, artefact control for MLSCN library redox annotation, primary screen; DTT-dependent redox cycling H2O2, phenol red/HRP absorbance; 100% = 100 µM peroxide control, 0% = buffer; activation, % at 10 µM; 0.03% of 200,000 active; AID 878;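 active = activation of at least 50% relative to the plate's high and low controls in the primary single-dose screen; inactive = activation below 50%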;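 also: compound incubated with DTT at 0.8 mM final as the reducing agent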
Lmaj promast = reduces viability of Leishmania major promastigotes | resazurin fluorescence viability | inhibition, % at 10 µM | 9% of 200,000 active | AID 1063;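 also: promastigotes grown with compound for 44 hours at 28 °C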
S1P3 antagonist = S1P3 (human) receptor antagonism; Q99500; CHO S1P3 NFAT-BLA reporter, FRET fluorescence, antagonist mode; inhibition, % at 4.98 µM; 0.27% of 170,000 active; AID 485;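 active = inhibition above the plate cutoff, the mean inhibition of test wells on that plate plus 3 SD, cut at about 28% in these data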;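 also: cells challenged with S1P at its EC80 of 0.8 µM; blue over green emission ratio from cleaved BLA substrate after 4 h stimulation; 0% = S1P-stimulated wells and 100% = unstimulated DMSO-only wells; some compounds past the cut are filed as inactive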
Diaphorase act = diaphorase activation or chemical reduction counter-screen; Diaphorase/resazurin coupled assay, resorufin fluorescence, 16 min; active compounds read high; 1 = vehicle wells, 0 = NADH-free wells; activation factor at 20 µM; 0.005% of 190,000 active; AID 1229;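 active = diaphorase activity raised at least twofold by the compound at 20 µM; inactive = activation factor below 2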
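Material: bacterial diaphorase enzyme (C. kluyveri); amount: enzyme 0.07 U/mL final; reagent: NADH substrate 0.114 mM plus resazurin dye 0.1 mM, final; doses: single compound dose of 20 µM, 1% DMSO final; timing: 16 min enzyme reaction, ambient temperature; measured by: fluorescence of resorufin, 544 nm excitation, 590 nm emission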
TLR4-MyD88 BLA = inhibitors of human TLR4-MyD88 binding; O00206+Q99836; HeLa CL3-4 TLR4/MyD88 BLA complementation, FRET ratio; inhibition, % at 8.4 µM; 0.18% of 200,000 active; in the data active = inhibition above about 25%;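 also: 0% = vehicle and 100% = reference inhibitor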
Target sequence (O00206 whole entry, looked up): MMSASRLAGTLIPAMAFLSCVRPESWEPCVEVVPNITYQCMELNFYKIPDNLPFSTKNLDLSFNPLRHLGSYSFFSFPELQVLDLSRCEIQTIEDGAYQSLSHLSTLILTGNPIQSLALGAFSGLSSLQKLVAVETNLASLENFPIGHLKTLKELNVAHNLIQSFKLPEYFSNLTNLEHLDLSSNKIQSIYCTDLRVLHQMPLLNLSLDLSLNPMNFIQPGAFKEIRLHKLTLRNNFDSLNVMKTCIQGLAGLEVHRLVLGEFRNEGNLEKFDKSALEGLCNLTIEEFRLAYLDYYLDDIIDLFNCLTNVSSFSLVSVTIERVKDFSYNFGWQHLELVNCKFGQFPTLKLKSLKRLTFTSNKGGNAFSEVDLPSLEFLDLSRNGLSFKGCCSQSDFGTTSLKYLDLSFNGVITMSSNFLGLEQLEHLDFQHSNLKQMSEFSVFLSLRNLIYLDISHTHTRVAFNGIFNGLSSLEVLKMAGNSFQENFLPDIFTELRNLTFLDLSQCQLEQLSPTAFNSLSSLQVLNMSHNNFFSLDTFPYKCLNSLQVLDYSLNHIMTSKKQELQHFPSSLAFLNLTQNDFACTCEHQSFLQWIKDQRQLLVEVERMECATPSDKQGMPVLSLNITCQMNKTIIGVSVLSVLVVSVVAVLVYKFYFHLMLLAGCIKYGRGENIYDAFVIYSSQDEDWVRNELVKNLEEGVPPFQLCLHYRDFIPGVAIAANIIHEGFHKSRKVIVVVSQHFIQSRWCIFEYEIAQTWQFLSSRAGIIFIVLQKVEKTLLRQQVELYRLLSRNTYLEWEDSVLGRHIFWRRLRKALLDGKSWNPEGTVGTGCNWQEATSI
Target sequence (Q99836 whole entry, looked up): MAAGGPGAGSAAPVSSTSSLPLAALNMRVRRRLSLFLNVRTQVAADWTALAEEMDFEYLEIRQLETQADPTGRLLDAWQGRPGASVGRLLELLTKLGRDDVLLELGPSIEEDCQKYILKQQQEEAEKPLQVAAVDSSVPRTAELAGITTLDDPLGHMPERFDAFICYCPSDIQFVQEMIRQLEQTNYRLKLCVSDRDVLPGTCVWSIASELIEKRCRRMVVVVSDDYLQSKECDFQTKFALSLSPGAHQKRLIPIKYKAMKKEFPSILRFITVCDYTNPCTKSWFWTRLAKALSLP
PMI act = increases human mannose-6-phosphate isomerase activity. P34949. purified human PMI, coupled resazurin fluorescence, 20 min; active compounds read high; 1 = vehicle control, 0 substrate-free wells. activation factor at 20 µM. 0.005% of 190,000 active. AID 1214;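 active = activation factor of 2 or more at 20 µM, relative to plate controls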
RAM inhibit = inhibitors of the yeast RAM network | S. cerevisiae dse1pr::URA3 reporter, 5-FOA growth OD615, 2 d; analog-sensitive cbk1-as2 kinase mutant strain | inhibition, % at 50 µM | 1.8% of 190,000 active | AID 868;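 active = inhibition above a set limit, 3 SD over mean compound inhibition, cut at about 8.4% in these data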;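 also: 0% = DMSO-only wells with no growth and 100% = 10 µM 1-NA-PP1 full growth; inhibition rescues growth on 5-FOA so higher OD means more RAM inhibition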
Hsp70 activator = switches on Hsp70 transcription. 0.04% of 200,000 active. activation, % at 10 µM. HeLa Hsp70 promoter luciferase reporter, luminescence; scaled: vehicle 0, proteasome-inhibitor control 100%. AID 1203;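 active = activation above the mean across all tested compounds plus 3 SD, cutoff set per campaign, cut at about 5.5% in these data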;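 also: 100% = MG132 at 30 µM as the positive control and 0% = DMSO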
An asterisk follows results filed as active; . = no result given. Rule as the data show it, unless noted: active = inhibition above about 50%; inactive = the rest.

SMILES	G6PDH CS	PMI act hi M6P	Diaphorase inh	Redox H2O2 prof	Lmaj promast	S1P3 antagonist	Diaphorase act	TLR4-MyD88 BLA	PMI act	RAM inhibit	Hsp70 activator
Cc1ccc(CC(=O)N/N=C/c2ccc(OC(=O)c3ccc([N+](=O)[O-])cc3)cc2)cc1	-11	1.1	0	0.4	-3	-3	1	2	1	3.9	-0.3
O=C(c1ccc2c(c1)N(Cc1ccccc1)CCS2)N1CCCCC1	-10	0.9	11	-0.7	13	.	0.9	-14	0.9	2.5	-0.3
COc1cccc(NC(=O)CC(c2ccc(OC(C)C)cc2)c2ccccc2OC)c1 (stereo unspecified)	6	1.1	2	0.7	-2	-7	1	-11	1	3.0	-0.2
O=C(COC(=O)c1cccs1)NCC1CCCO1 (stereo unspecified)	5	0.9	13	2.2	4	-23	0.9	9	1	1.6	-0.3
CN(C)c1ccc(/C=c2/sc3n(c2=O)NC2(c4ccccc4)N(C)C(=O)N(C)C2(c2ccccc2)N=3)cc1 (stereo unspecified)	7	0.8	13	0.3	31	2	0.9	6	1	1.6	-0.3
O=C(O)CCNC1C=CS(=O)(=O)C1 (stereo unspecified)	1	1	11	-0.4	-4	-15	0.9	13	1	-1.1	-0.1
CCCC1c2ccc(C)n2CCN1C(=O)Nc1ccccc1Cl (stereo unspecified)	2	1	5	-0.5	-5	-12	0.9	2	1	2.4	-0.2
CCN(CC)S(=O)(=O)c1ccc(-c2nnc(SCC(=O)N3c4ccccc4CC3C)o2)cc1 (stereo unspecified)	14	1.2	-4	2.1	-1	-23	1	4	1.1	1.2	-0.2
O=c1c2c(n3cnnc3n1C1CCCCC1)-c1ccccc1CC21CCCCC1	7	0.8	15	1.3	13	.	0.8	-8	0.9	1.6	0.1
COc1ccc(OC(=O)c2cc3ccccc3o2)cc1	-4	0.9	14	1.3	-3	.	0.9	-4	0.9	0.9	-0.3
C=CCn1c(-c2cccc(Cl)c2)n[nH]c1=S	1	0.9	25	0.6	-7	27	0.8	-6	0.9	0.3	-0.3
CCOC(=O)C1(Cc2ccccc2)CCCN(Cc2cnn(CC)c2)C1 (stereo unspecified)	3	1	26	-0.6	16	8	0.7	-4	1	-1.4	-0.2
COCCN(CCOC)C(=O)c1sc2nc(-c3ccccc3)cn2c1C	17	0.9	8	3.5	-5	-1	0.9	0	1	-0.2	-0.2
Clc1ccccc1CNCc1ccncc1	1	1.3	0	-0.8	-2	3	1	-22	1.3	1.2	-0.1
CCC(=O)Oc1ccc2ccccc2c1CNC(=O)c1ccccc1	-10	1	10	0.3	-2	5	0.9	-7	0.9	3.1	-0.4
O=C(NCCc1cccc(Cl)c1)c1cc([N+](=O)[O-])ccc1Cl	1	1	0	0.2	38	2	1	5	0.9	3.8	-0.1
COc1ccc(NC(=O)C2CCCN(S(=O)(=O)c3c(C)n[nH]c3C)C2)c(OC)c1 (stereo unspecified)	6	1	6	1.2	-7	-80	0.9	2	1.1	2.7	-0.3
Clc1ccc(-n2ncc3c(N4CCCC4)ncnc32)cc1	0	1	6	0.8	20	2	0.9	6	1	0.9	0.1
c1ccc(SCc2nc(-c3ccncc3)n[nH]2)nc1	-5	0.9	14	-0.1	-11	-30	0.9	-3	0.9	1.6	-0.1
COc1ccc(N2CCN(Cc3cc(=O)oc4ccc(Cl)cc34)CC2)cc1	-2	0.9	14	0.2	0	-1	0.9	3	1	1.2	-0.1
Cc1ccccc1CSc1nc2c(c(=O)[nH]1)CCC2	7	0.9	17	-3.1	23	-33	0.8	-14	0.9	2.7	-0.2
COCCN(CCOC)C(=O)C12CCC(C)(C(=O)C1)C2(C)C (stereo unspecified)	7	0.9	18	-0.3	-1	.	0.8	-2	0.9	0.0	-0.2
CC(=O)OCC(=O)N1CCN(c2ccc([N+](=O)[O-])cc2)CC1	-11	1	10	0.2	-7	-4	0.9	0	1	1.2	-0.4
COc1ccc(-c2n[nH]c(C(F)(F)F)c2-c2cc3ccccc3o2)c(O)c1	7	0.9	20	1.8	37	.	0.8	-2	0.8	-1.5	0.1
Cc1[nH]c2ccccc2c1C(=O)CCl	5	1	17	-0.6	99*	-8	0.8	7	1.1	0.6	0.6
Next entries.
SMILES	G6PDH CS	PMI act hi M6P	Diaphorase inh	Redox H2O2 prof	Lmaj promast	S1P3 antagonist	Diaphorase act	TLR4-MyD88 BLA	PMI act	RAM inhibit	Hsp70 activator
CCOC(=O)CNc1nc(OCC#N)nc(N2CCOCC2)n1	3	1.1	-4	-0.3	0	18	1	3	1.1	0.0	0.1
O=C(NC(NC(=S)N1CCOCC1)C(Cl)(Cl)Cl)c1cccc2ccccc12 (stereo unspecified)	2	1	12	2.2	8	-4	0.9	5	1	2.0	-0.3
COCCNC(=O)c1cc(-c2ccncc2)nc2ccc(S(=O)(=O)N3CCOCC3)cc12	1	1	10	0.0	4	-5	0.9	5	1	0.0	-0.1
O=C(CCn1c(=O)oc2ccccc21)Nc1cccc(Cl)c1	9	0.9	14	-1.8	21	-22	0.9	-1	0.9	3.1	-0.4
COc1cccc(NC(=S)N2CCn3cccc3C2c2cccnc2)c1 (stereo unspecified)	18	0.7	5	-3.1	88*	-16	0.9	-3	0.9	0.1	-0.3
CN1CCN(CCCNC(=O)c2ccc(CS(=O)(=O)c3ccc(Br)cc3)o2)CC1	8	1.1	12	-0.6	24	-15	0.9	-10	1.1	-0.7	0.2
O=C(COC(=O)Cc1c(Cl)cccc1Cl)Nc1ccccc1-c1ccccc1	3	0.9	12	-0.6	18	2	0.9	0	0.9	10*	0.1
Cc1nnc(SCCn2c(N3CCC(C)CC3)nc3c2c(=O)n(C)c(=O)n3C)s1	.	.	.	-0.8	14	-26	.	-4	.	.	0.0
CC1=NN(C(=O)c2cccnc2)C(O)(C(F)(F)F)C1 (stereo unspecified)	9	1	2	-0.3	-2	-2	1	0	1.1	3.3	0.1
C=CCN(CC(=O)O)S(=O)(=O)c1ccccc1C(F)(F)F	4	1.1	0	-1.9	-6	-5	1	-7	1.2	-0.1	-0.1
Cc1ccc2[nH]c(=O)c(CN(Cc3cccs3)Cc3nnnn3CC3CCCO3)cc2c1 (stereo unspecified)	-2	0.9	20	-0.5	5	2	0.8	0	1	0.6	-0.2
COc1ccc(NC(=O)C2CCCCN2S(=O)(=O)c2ccc(F)cc2)cc1 (stereo unspecified)	30	0.9	2	-0.9	0	-6	1	-4	0.9	2.3	-0.3
Cc1ccc(C(=O)N2CCN3C(=O)c4ccccc4C23c2ccc(Cl)cc2)cc1 (stereo unspecified)	0	0.9	22	-0.1	94*	.	0.8	4	0.8	1.1	0.0
Nc1c(NC(=O)CC[n+]2ccccc2)cccc1[N+](=O)[O-]	0	1	7	-0.7	37	-4	0.9	-2	1.1	0.2	-0.4
CC(C)N1CCc2c(sc(NC(=O)c3cc4cc([N+](=O)[O-])ccc4s3)c2C(N)=O)C1	-4	1.1	67*	-0.4	100*	1	0.3	-2	1.1	1.6	-0.1
Cc1cc(=O)oc2cc(NC(=O)C3COc4ccccc4O3)ccc12 (stereo unspecified)	7	0.9	2	-3.3	4	-15	1	-7	0.9	4.2	0.1
CCCC(=O)NCc1cc(-c2nn(C)c(=O)c3ccccc23)ccc1OC	-3	1	8	0.1	3	-6	0.9	9	1	0.4	0.0
Cc1ccc(C(=O)Nc2ccccc2C(=O)O)cc1NC(=O)COc1c(C)cccc1C	10	1	5	-0.3	-10	6	0.9	2	1	2.5	-0.1
CC(C)OCCCNC(=O)c1ccccc1Oc1ccccc1	1	1	13	1.6	-3	.	0.9	-1	0.9	-0.3	-0.2
Cc1cc(C(=O)COc2ccc(Cl)cc2Br)c(C)n1C	7	0.9	21	-0.2	-2	-6	0.8	-8	0.9	12*	-0.1
O=C(N/N=C/c1c(O)n(-c2ccccc2Cl)c(=O)c2ccccc12)C1COc2ccccc2O1 (stereo unspecified)	-18	1.1	32	0.0	-10	7	0.7	10	1	5.7	0.0
O=C1N/C(=N\N=C\c2cccs2)SC1Cc1ccc(Cl)cc1 (stereo unspecified)	14	1	2	0.6	-5	-12	1	5	1	2.1	-0.1
Cc1ccc(-n2ccc(=O)c(-c3ccnc(SCc4cccc(Cl)c4)n3)n2)cc1	2	1.1	-14	2.9	-1	.	1.1	-8	1	3.1	-0.1
Cc1n[nH]c(=O)nc1NCc1ccccc1Cl	10	1.1	1	1.1	-9	-21	1	3	1	-0.5	-0.1
CCC(=O)NCCc1cc2cc(C)c(C)cc2[nH]c1=O	1	1.1	7	-0.7	0	-1	0.9	-6	1.1	1.2	-0.4
Cc1c(NC(=O)CCCN2C(=O)c3cccc4cccc(c34)C2=O)c(=O)n(-c2ccccc2)n1C	-1	0.8	13	12	10	-6	0.9	-5	0.9	2.6	-0.1

Molecules from the list above containing bromine, in the order listed:
SMILES	G6PDH CS	PMI act hi M6P	Diaphorase inh	Redox H2O2 prof	Lmaj promast	S1P3 antagonist	Diaphorase act	TLR4-MyD88 BLA	PMI act	RAM inhibit	Hsp70 activator
CN1CCN(CCCNC(=O)c2ccc(CS(=O)(=O)c3ccc(Br)cc3)o2)CC1	8	1.1	12	-0.6	24	-15	0.9	-10	1.1	-0.7	0.2
Cc1cc(C(=O)COc2ccc(Cl)cc2Br)c(C)n1C	7	0.9	21	-0.2	-2	-6	0.8	-8	0.9	12*	-0.1

Fetched one by one from the list above (3):
SMILES	G6PDH CS	PMI act hi M6P	Diaphorase inh	Redox H2O2 prof	Lmaj promast	S1P3 antagonist	Diaphorase act	TLR4-MyD88 BLA	PMI act	RAM inhibit	Hsp70 activator
Cc1c(NC(=O)CCCN2C(=O)c3cccc4cccc(c34)C2=O)c(=O)n(-c2ccccc2)n1C	-1	0.8	13	12	10	-6	0.9	-5	0.9	2.6	-0.1
Cc1ccc(CC(=O)N/N=C/c2ccc(OC(=O)c3ccc([N+](=O)[O-])cc3)cc2)cc1	-11	1.1	0	0.4	-3	-3	1	2	1	3.9	-0.3
CN1CCN(CCCNC(=O)c2ccc(CS(=O)(=O)c3ccc(Br)cc3)o2)CC1	8	1.1	12	-0.6	24	-15	0.9	-10	1.1	-0.7	0.2
